LYPLA2 inh: LYPLA2 inhibitors, primary screen, counter-screen for PME1 inhibitor project, biochemical, fluorescence polarization, FP-Rh probe ABPP | AID 2177, 2009 | 320,000 compounds, 0.38% hits | recombinant LYPLA2 | inhibition, % at 5.9 µM;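 active means inhibition above the screen-wide mean plus 3 SD, limit set per campaign, cut at about 26% in these data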;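 further: 0% = LYPLA2 with DMSO and 100% = wells lacking LYPLA2 enzyme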
Target sequence (O95372 whole entry, looked up): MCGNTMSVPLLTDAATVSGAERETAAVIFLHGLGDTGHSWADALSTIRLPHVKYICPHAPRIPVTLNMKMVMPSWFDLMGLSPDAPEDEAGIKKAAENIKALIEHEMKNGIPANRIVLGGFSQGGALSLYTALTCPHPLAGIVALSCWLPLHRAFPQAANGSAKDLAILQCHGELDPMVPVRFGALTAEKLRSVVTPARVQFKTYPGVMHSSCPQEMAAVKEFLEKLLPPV
CTSL1 counter: Fasciola hepatica cathepsin L1 inhibitors, primary screen, counter-screen for PFM18AAP inhibitor project, biochemical, QFRET, fluorogenic peptide substrate; recombinant F. hepatica cathepsin L1, Z-Leu-Arg-MCA fluorescence; AID 1906, 2009; inhibition, % at 5.96 µM; 300,000 compounds, 0.49% hits;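 active means inhibition above the mean of all tested compounds plus 3 SD, set per screening campaign, cut at about 17% in these data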;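 further: 0% = plate median of test compound wells and 100% = 1 µM Z-Phe-Ala-diazomethylketone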
JMJD2C inh: inhibitors of GASC-1 histone demethylase, primary screen, biochemical, fluorescence, DELFIA europium; GST-JMJD2C(1-420) H3K9me3 demethylation; inhibition, % at 2.35 µM; 330,000 compounds, 0.069% hits; AID 2099, 2009;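 active means more than half of a compound's replicate wells show inhibition beyond 50%, single wells judged on their own value; inconclusive means some, but no more than half, of replicates pass 50% inhibition; inactive means no replicate passes 50% inhibition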;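 further: signal counts dimethyl H3K9 product captured on neutravidin plate; 0% = median of DMSO wells and 100% = 0.3 times that DMSO median; strong numbers were not always called active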
PP1 inh: PP1-alpha phosphatase inhibitors, primary screen, counter-screen for PP5 inhibitor project, biochemical, fluorescence, OMFP substrate, single point; Serine/threonine-protein phosphatase PP1-alpha catalytic subunit (Homo sapiens), P62136; purified PP1alpha; inhibition, % at 6.7 µM; 320,000 compounds, 0.9% hits; AID 2235, 2010;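 active means inhibition above the mean inhibition of all tested compounds plus 3 SD, computed separately for each screening campaign, cut at about 15% in these data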
HCV core dimer: inhibitors of HCV core protein dimerization, primary screen, biochemical, TR-FRET, high-throughput; inhibition, % at 5 µM; TR-FRET GST/Flag-core106 dimerization, 1536-well; 300,000 compounds, 0.33% hits;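 active means inhibition above the mean of all tested compounds plus 3 SD, set per screening campaign, cut at about 45% in these data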
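Assay system: GST-tagged and Flag-tagged HCV core protein residues 1-106 / Times: compound-protein-antibody incubation 4 h at 22.5 °C / Signal: time-resolved FRET, ex 340 nm, em 617 and 671 nm / Evaluation: % inhibition based on acceptor/donor emission ratio / Benchmarks: wells lacking GST-core106 and wells with excess unlabelled core106 / Repeats: singlicate, one well per compound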
PREPL inhibitor: PREPL enzyme inhibitors, primary screen, biochemical, fluorescence polarization; Prolyl endopeptidase-like (Homo sapiens), Q4J6C6; recombinant PREPL, fluorescence polarization activity-based probe; inhibition, % at 5.96 µM; 320,000 compounds, 0.68% hits; in the data active means inhibition above about 43%;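 further: 0% = enzyme with DMSO and 100% = wells lacking enzyme; many of its hits are not listed in these tables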
Target sequence (Q4J6C6 whole entry, looked up): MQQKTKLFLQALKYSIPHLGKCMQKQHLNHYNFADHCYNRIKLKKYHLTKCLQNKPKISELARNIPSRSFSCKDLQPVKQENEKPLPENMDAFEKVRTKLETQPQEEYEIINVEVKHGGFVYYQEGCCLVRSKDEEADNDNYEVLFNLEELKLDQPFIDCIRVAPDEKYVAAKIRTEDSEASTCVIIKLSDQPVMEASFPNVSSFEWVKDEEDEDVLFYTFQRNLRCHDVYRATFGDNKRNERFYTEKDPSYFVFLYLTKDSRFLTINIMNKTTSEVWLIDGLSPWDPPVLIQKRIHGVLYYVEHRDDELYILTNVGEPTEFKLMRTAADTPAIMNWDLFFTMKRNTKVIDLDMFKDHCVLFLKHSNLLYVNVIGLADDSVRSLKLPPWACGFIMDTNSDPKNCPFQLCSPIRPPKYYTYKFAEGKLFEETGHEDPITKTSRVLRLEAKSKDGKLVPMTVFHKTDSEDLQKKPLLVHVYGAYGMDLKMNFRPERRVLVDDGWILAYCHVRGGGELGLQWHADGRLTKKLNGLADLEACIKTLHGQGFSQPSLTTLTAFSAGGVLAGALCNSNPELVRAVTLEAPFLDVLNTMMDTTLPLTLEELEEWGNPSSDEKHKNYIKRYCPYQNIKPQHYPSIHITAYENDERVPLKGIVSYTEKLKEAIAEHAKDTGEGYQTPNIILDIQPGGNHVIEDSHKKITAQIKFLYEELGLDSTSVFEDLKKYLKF
PP5 inh: PP5 phosphatase inhibitors, primary screen, biochemical, fluorescence | Serine/threonine-protein phosphatase 5 (Homo sapiens), P53041 | purified PP5c, OMFP substrate fluorescence | inhibition, % at 6.7 µM | 320,000 compounds, 0.18% hits;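 active means inhibition above the campaign's mean inhibition across all tested compounds plus 3 SD, cut at about 9.5% in these data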;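 further: 0% = DMSO only and 100% = 100 µM cantharidin control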
Efflux pump inh: inhibitors of Candida efflux pumps in yeast, primary screen, S. cerevisiae, Nile Red, multiplex; S. cerevisiae Candida pump triplex; inhibition, % at 10 µM; 330,000 compounds, 0.44% hits;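 active means plate passing quality check with inhibition over a set limit, or well fluorescence over plate mean plus 4 SD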;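 further: Nile Red retained in pooled yeast measured as flow cytometry median fluorescence; 0% = buffer negative control and 100% = Enniatin B positive control; higher means more Nile Red kept so more efflux inhibition; some compounds called inactive have numbers as strong as hits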
TPT1 inhibitor: Candida albicans TPT1 enzyme inhibitors, primary screen, biochemical, fluorescence polarization; inhibition, % at 5 µM; tRNA 2'-phosphotransferase TPT1 (Candida albicans SC5314); 300,000 compounds, 0.81% hits; recombinant caTPT1, FP RNA substrate dephosphorylation;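 active means inhibition above the mean of all tested compounds plus 3 SD, set per screening campaign, cut at about 24% in these data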;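 further: plate controls were DMSO alone for no effect and ferristatin control at 100 nM for full effect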
* marks the source's active call; other numbers are inactive results; u = inconclusive; x = no result given. A portion of the library; the hit share may differ from the screen's.

Molecule	LYPLA2 inh	CTSL1 counter	JMJD2C inh	PP1 inh	HCV core dimer	PREPL inhibitor	PP5 inh	Efflux pump inh	TPT1 inhibitor
Cc1ccc(-c2cc(C(=O)N3CCOCC3)c3cc(C)ccc3n2)cc1	-0.5	4.5	9.6	-2.4	3.0	14.8	2.6	0.1	4.4
Cc1nn(CC(=O)OCC(=O)Nc2ccccc2[N+](=O)[O-])c(C)c1[N+](=O)[O-]	-0.3	1.9	-6.2	-4.3	4.8	2.6	0.3	-0.1	0.8
O=c1c2ccccc2nc(SCc2ccncc2)n1CC1CCCO1 (stereo not given)	-3.2	-1.5	6.9	-2.7	1.2	-1.0	0.3	0.2	1.9
COc1ccccc1NS(=O)(=O)c1cccc(NC(=O)c2cc3ccccc3oc2=O)c1	-13.3	0.6	60.2	-4.1	19.5	1.7	0.1	0.1	-0.7
CC(C)CC(NC(=O)C(CC(C)C)NC(=O)C(Cc1ccc(OCc2ccccc2)cc1)NC(=O)OC(C)(C)C)C(N)=O (stereo not given)	-1.0	5.0	7.6	0.0	15.2	-0.3	1.6	-0.1	-0.7
O=C(O)c1cc(-c2cccs2)nc2ccc(Br)cc12	-2.0	0.7	-6.7	-1.4	-7.0	7.8	-0.9	0.0	1.3
C[C@]12CCC(=O)C=C1CC[C@@H]1[C@@H]2C(=O)C[C@@]2(C)[C@H]1CC[C@]2(O)C(=O)CO	4.2	-5.0	u	-2.0	3.4	-6.7	0.0	0.0	-0.3
CCCCn1c(N)c(N(CCC(C)C)C(=O)Cc2ccc(S(=O)(=O)N3CCOCC3)s2)c(=O)[nH]c1=O	2.0	2.0	-8.4	-1.4	-1.7	14.5	0.1	-0.2	0.8
Cc1oc(/N=C/c2ccc(O)cc2O)c(C#N)c1C	-9.6	-3.0	x	1.1	-7.3	-1.1	3.1	0.1	-4.7
CCOC(=O)c1sc(NC(=O)CSCc2c(C)noc2C)nc1C	2.6	x	10.7	0.3	x	-0.3	-0.1	-0.1	x
S=C(Nc1ccc2c(c1)OCO2)NC1CCN(Cc2ccccc2)CC1	5.8	-0.6	-0.7	-1.2	-0.4	6.3	1.3	-0.2	2.2
O=C(CSc1ccccn1)N1CCN(c2ccccc2)CC1	1.1	-4.3	-1.1	-3.2	-13.8	5.5	0.8	0.8	0.2
COc1ccc(C(=O)OCC(=O)Nc2ccc(N3CCOCC3)cc2)cc1OC	-7.0	x	-13.5	-0.6	x	5.2	1.9	0.1	x
CC1CCCCN1C(=O)CCS(=O)(=O)Cc1ccccc1 (stereo not given)	0.8	4.3	-6.8	4.7	5.5	-5.2	2.0	-0.1	0.1
CCC1Oc2ccc(C)cc2N(CC(=O)NCc2cc(OC)ccc2OC)C1=O (stereo not given)	4.2	0.6	9.7	-0.8	-2.0	3.0	-1.6	-0.2	-2.8
O=C(Nc1ccc(Br)cc1)c1ccc(-n2cnnn2)cc1	3.1	0.2	-3.9	0.4	-1.1	-5.3	1.7	0.2	-2.3
O=c1[nH][nH]c(=O)c2cc([N+](=O)[O-])ccc12	-1.1	x	8.7	1.5	x	-1.3	-0.9	-0.1	x
CC(C)CC1NC(=O)N(CC(=O)N2CCN(S(=O)(=O)c3ccc(Cl)cc3)CC2)C1=O (stereo not given)	8.5	1.7	2.8	-5.9	4.1	8.7	-0.8	-0.1	-5.8
CC(=O)c1ccc(NC(=O)c2cc(CC(C)C)on2)cc1	0.8	-1.5	-10.5	-2.7	5.6	-15.8	1.7	0.1	-0.2
C=CCn1c(CNC(=O)c2ccco2)nnc1SCC(=O)c1ccccc1	1.9	-1.5	6.4	2.5	2.1	0.3	-1.8	0.0	-0.3
O=C1ON=C(c2cccc([N+](=O)[O-])c2)/C1=C/c1ccc(O)cc1	-3.9	5.8	-5.3	-12.6	-8.3	0.8	2.4	-0.1	-3.6
C=CCN1/C(=C(\C#N)C2=NS(=O)(=O)c3ccccc32)N(C)c2ccccc21	9.6	0.9	-19.9	-3.1	-0.8	26.6	4.1	-4.9	-3.9
Cc1ccc(C)c(NC(=O)CN(C)C(=O)Cc2ccc(Cl)cc2Cl)c1	2.3	3.4	8.6	-0.6	-10.1	19.4	1.1	-0.2	-2.4
O=S(=O)(N/N=C/c1cccc(OC2CSC2)c1)c1ccccc1	3.9	5.3	1.5	-0.5	25.4	0.3	0.3	-0.3	0.1
CCN(CC)S(=O)(=O)c1ccc(C)c(NC(=O)CNc2cccc(S(=O)(=O)N3CCCC3)c2)c1	-2.6	-0.7	-7.6	0.0	1.5	6.5	2.1	0.0	1.4
CCN1CCN(c2ccc(NC(=O)CCc3c(C)nc4c(-c5ccccc5)c(C)nn4c3C)cc2)CC1	3.1	4.0	2.6	0.5	4.6	13.8	0.6	-0.1	-1.6
N#CC(C#N)=C/C=C(\Nc1ccc(Cl)cc1)c1ccc(Cl)cc1	1.3	1.6	1.7	-1.7	1.7	14.9	-0.6	-0.1	70.1*
C/C(=N/Oc1nc(C)cc(C)n1)c1ccccc1	-0.2	-1.9	-5.7	-3.5	-2.0	0.8	-2.0	0.0	-6.5
O=C(CC12CC3CC(CC(C3)C1)C2)NC(=S)N1CCCCC1	6.0	-1.4	0.9	1.5	0.6	5.7	4.2	0.2	0.2
Cc1cc(C)c(S(=O)(=O)c2ccccc2C)c(SCC(C)C)n1	-1.1	1.8	x	0.0	5.2	-1.8	6.7	-0.2	3.9

Entries of single compounds, looked up by structure. Order of screens: LYPLA2 inh | CTSL1 counter | JMJD2C inh | PP1 inh | HCV core dimer | PREPL inhibitor | PP5 inh | Efflux pump inh | TPT1 inhibitor
CC(C)CC(NC(=O)C(CC(C)C)NC(=O)C(Cc1ccc(OCc2ccccc2)cc1)NC(=O)OC(C)(C)C)C(N)=O (stereo not given) in the list: -1.0 | 5.0 | 7.6 | 0.0 | 15.2 | -0.3 | 1.6 | -0.1 | -0.7
COc1ccc(C(=O)OCC(=O)Nc2ccc(N3CCOCC3)cc2)cc1OC in the list: -7.0 | x | -13.5 | -0.6 | x | 5.2 | 1.9 | 0.1 | x
Cc1nn(CC(=O)OCC(=O)Nc2ccccc2[N+](=O)[O-])c(C)c1[N+](=O)[O-] in the list: -0.3 | 1.9 | -6.2 | -4.3 | 4.8 | 2.6 | 0.3 | -0.1 | 0.8

More entries:
Molecule	LYPLA2 inh	CTSL1 counter	JMJD2C inh	PP1 inh	HCV core dimer	PREPL inhibitor	PP5 inh	Efflux pump inh	TPT1 inhibitor
CC1=C(C(=O)Nc2ccc(C(=O)NCCC(C)C)cc2)SCCO1	1.0	1.5	-13.6	-5.7	6.4	3.9	-0.1	0.1	-1.4
COc1cccc(OC)c1C(=O)Nc1c(C(=O)N2CCN(c3ccccn3)CC2)oc2ccccc12	2.0	0.0	-2.4	-1.4	-7.8	13.6	2.5	0.1	-1.7
O=C1CCc2cc(S(=O)(=O)NC(C(=O)N3CCN(c4ccccn4)CC3)c3ccccc3)ccc2N1 (stereo not given)	1.0	-1.2	2.7	-1.5	-1.9	-6.5	-0.4	0.0	-3.4
NC1=NC(c2cccc(O)c2)n2c(nc3ccccc32)N1 (stereo not given)	3.5	2.7	23.8	2.1	2.6	19.6	0.3	-0.2	0.1
COc1cc2c(cc1NC(=S)Nc1cccc(C(F)(F)F)c1)oc1ccccc12	-10.6	0.4	-23.4	-2.6	8.2	21.9	-1.5	0.0	-1.6
CC1=CC(C)[C@H](/C=N/n2c(=O)[nH]c3c([nH]c4ccc(Br)cc43)c2=O)C(C)C1 (stereo not given in full)	-3.6	-2.3	-2.4	-1.2	15.6	2.5	4.3	-0.1	0.7
O=C(O)CCCN1C(=O)C2C3CC(C2C1=O)C1C(c2ccccc2)c2sc(=O)[nH]c2SC31 (stereo not given)	-4.3	-3.1	9.5	-4.1	8.6	-0.5	0.2	0.0	-0.8
C[C@@H]1C[C@H]2[C@@H]3C[C@H](F)C4=CC(=O)C=C[C@]4(C)[C@@]3(Cl)[C@@H](O)C[C@]2(C)[C@H]1C(=O)COC(=O)C(C)(C)C	-7.4	3.8	x	-7.1	8.8	-3.8	0.5	-0.1	-1.9
CCOC(=O)c1cc(C(=O)NN)c(C)nc1C	-4.8	-2.3	-12.1	-3.8	-1.5	1.8	1.1	0.0	0.5
Cc1ccc(N=C2SC(C(=O)Nc3ccc(OC(F)(F)F)cc3)C(N)=C2C(=O)Nc2c(C)cc(C)cc2C)cc1 (stereo not given)	-69.3	-0.3	7.5	11.4	18.5	-6.6	7.9	0.2	7.9
CC(C)c1ccc(/C=N/N2CCCCC2)cc1	-0.3	1.1	-6.7	2.4	-3.0	10.8	-1.1	0.1	0.4
Cc1noc2ncnc(Sc3c(Cl)cccc3Cl)c12	-3.1	-3.0	11.9	3.4	-5.3	-3.4	1.2	-0.1	1.4
COc1ccc(-c2nnc(NC(=O)c3ccc([N+](=O)[O-])o3)o2)c(OC)c1	8.2	5.7	5.7	10.4	10.6	-2.3	4.9	0.1	-1.1
Cc1cc(C)nc(NC(=S)NC(=O)c2ccccc2F)n1	5.6	1.5	-4.6	1.1	-0.3	-4.7	-0.5	-0.1	-3.0
Cc1cc(=O)c2cc(Cl)ccc2[nH]1	-0.6	-3.7	12.6	1.0	-3.8	-6.2	1.9	0.0	-0.5
CC(CN(C)Cc1nc(Cc2cccc(C(F)(F)F)c2)no1)CN1CCCC1 (stereo not given)	1.2	3.0	10.4	-1.0	2.9	24.4	1.3	0.0	-0.5

Screens as filed in PubChem.
